Myeloid diff 2 = compounds promoting myeloid differentiation. ER-HoxA9 myeloid progenitors, lysozyme-GFP differentiation, flow cytometry. AID 624256. calls only at 10 µM. 1% of 360,000 active;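 active = normalized GFP-positive differentiation at or above the plate's own cutoff, the solvent-only control mean plus 3 SD; inconclusive = no clear call, values can overlap the other calls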;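 note: cells exposed to compound for four days before flow analysis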
Myeloid diff 2 GFP+ MAC1+ % = recorded beside Myeloid diff 2, whose call it bears; GFP+ MAC1+ double positive, %; measured here: differentiation confirmed by MAC1 staining
An asterisk follows results filed as active; i = inactive; ? = inconclusive; nt = not tested or not shown. The list is partial (hit frequency here may not be typical).

Below each SMILES – Myeloid diff 2, Myeloid diff 2 GFP+ MAC1+ %
Cc1ccc(CS(=O)Cc2ccc(C(=O)NCCCc3ccccc3)o2)cc1 (centres undefined)
 : i, 1.8
O=C(NCc1ccccc1)C(c1ccco1)N1CCN(c2ccccc2F)CC1 (centres undefined)
 : i, 0.8
COc1cc(C(=O)OCc2csc(CC(=O)Nc3cc(C)ccc3C)n2)ccc1OC(F)F
 : i, 0.7
Cc1onc(-c2ccccc2)c1C(=O)N1CCCC(C)(C(=O)NS(=O)(=O)C2CC2)C1 (centres undefined)
 : i, 0.5
COc1cc(OC)c(C(=O)NNC(=O)c2ccc(NS(=O)(=O)c3cccs3)cc2)cc1OC
 : i, 1.8
Cc1ccnc(NC(=O)CCN2C(=O)c3ccccc3S2(=O)=O)n1
 : i, 1.0
COC(=O)C[C@H]1CC[C@@H](NC(=O)Nc2c(C)noc2C)[C@@H](CO)O1
 : i, 2.4
CC1(C)CCC(=NNC(N)=S)CC1
 : i, 0.4
CC(=O)NCCNc1nc2cc(-c3cnn(CCC(C)C)c3)sc2c(=O)n1C
 : i, 0.5
C/C(CCc1ccc2c(c1)OCO2)=N\N=C1\NC(=O)CC(C(=O)Nc2ccc(C(=O)O)cc2)S1 (centres undefined)
 : i, 0.8
CN1C(=O)C(c2cn(C)c3ccccc23)(c2cn(C)c3ccccc23)c2cc(F)ccc21
 : i, 3.7
C/C(Nc1ccc(Cl)c(Cl)c1)=C1/CCOC1=O
 : i, 0.7
S=C(NCc1ccco1)NCc1ccco1
 : i, 1.2
CCCS(=O)(=O)NC(=O)C1(C)CCN(C(=O)c2cc(C)on2)C1 (centres undefined)
 : i, 3.7
CCN(C(=O)CSc1nnc(-c2ccc(OC)cc2)n1N)c1c(N)n(Cc2ccccc2)c(=O)[nH]c1=O
 : i, 0.6
O=C(c1ccccc1F)N1CCC2CC1c1cc(N3CCCCC3)ccc12 (centres undefined)
 : i, 1.1
O=C1N[C@@H](Cc2ccccc2)C(=O)N2[C@H]1C[C@]1(Br)c3ccccc3N(S(=O)(=O)c3ccc(F)cc3)[C@H]21
 : i, 1.9
CCCNC(=O)C1(C)CCN(C(=O)c2ccccc2OC(F)(F)F)C1 (centres undefined)
 : i, 1.1
O=C(NCc1cc2ccccc2[nH]1)C1CCC(=O)N(CC2CCCCC2)C1 (centres undefined)
 : i, 1.6
CC(=O)Nc1ccc2c(c1)Cc1c-2cc(Cl)c(NC(C)=O)c1Cl
 : i, 0.7
Fc1ccc(NC(=S)SCc2ccc3c(c2)OCO3)cc1F
 : i, 0.4
CCOc1ccc(C(=O)NC2C(=O)N3C(C(=O)O)=C(COC(C)=O)CSC23)cc1OCC (centres undefined)
 : i, 1.0
CCCCN1C(=O)C(C#N)CC2=C1CC(C)(C)CC2=O (centres undefined)
 : i, 0.5
CC(C)N1CCC1(C)C(=O)Nc1cccc2ccccc12 (centres undefined)
 : i, 1.7
CC(=O)Nc1ccc(CN(C)c2c(C)nc3ccc(C(=O)N(C)Cc4ccco4)cn23)cc1
 : i, 0.7
CC(OC(=O)[C@H](C)N=C1NS(=O)(=O)c2ccccc21)C(=O)Nc1ccc(F)c(F)c1F (some centres undefined)
 : i, 1.7
CCOC(=O)C1=C(C)c2ccccc2N(S(=O)(=O)C(F)(F)F)C1C(=O)OCC (centres undefined)
 : i, 1.2
O=C(NCc1ccc(F)cc1F)[C@@H]1CCCN1C(=O)[C@@H]1CCCN1C(=O)c1cccs1
 : i, 0.6
CC(=O)c1ccc(OCCCC(=O)NCc2nnc3ccccn23)cc1
 : i, 0.9
CCCCN1CC(COCc2ccccc2)Oc2ccccc2S1(=O)=O (centres undefined)
 : i, 0.2

Further results:
Below each SMILES – Myeloid diff 2, Myeloid diff 2 GFP+ MAC1+ %
CCOc1ccc(NC(=O)COc2ccc(N3CC(C(N)=O)CC3=O)cc2)cc1 (centres undefined)
 : i, 0.8
Cc1cccc(CN2CCN(C3CN(C4CCCC4)S(=O)(=O)C3)CC2)c1 (centres undefined)
 : i, 1.0
CCN(Cc1ccccc1)N=Nc1ccccc1
 : i, 0.5
C#CCNC(=O)C1=C[C@@H](c2ccc(C(F)(F)F)cc2)C[C@@H](OCc2ccc(CO)cc2)O1
 : i, 1.5
O=C1NC[C@@H](CCCCN2CCN(CCC3CCCCC3)C(=O)C2=O)N(CC2CCCCC2)C1=O
 : i, 0.4
COc1ccc(CCC(=O)N2c3ccccc3N=C(c3ccc(C(F)(F)F)cc3)C2C(=O)NC(C)C)cc1 (centres undefined)
 : i, 1.9
COc1ccccc1CN1CCNC(=O)C1CC(=O)NCCCN1CCOCC1 (centres undefined)
 : i, 1.1
C[C@]12CC[C@H](O)CC1=C[C@H](O)C1C2CC[C@@]2(C)C1CC[C@@]2(O)C#Cc1ccc(CN)cc1 (some centres undefined)
 : i, 0.8
Cc1cc2nc(-c3ccc(Cl)cc3)c(Cc3cccc(F)c3)n2c(C)c1Br
 : i, 1.3
CC1CCC(=NO)C(=NO)C1 (centres undefined)
 : i, 1.4
CN(C(=O)c1cccc(NC(=O)Cc2cccc(NC(=O)C3CCN(C(=O)C4CCC4)CC3)c2)c1)C1CC1
 : i, 1.1
Clc1ccc(CSc2nnc(-c3ccccn3)n2Cc2ccco2)cc1Cl
 : i, 1.1
CCCCNC(=O)C1(C)CCN1C(=O)Cc1ccc(OC)cc1 (centres undefined)
 : i, 2.4
CCOC(=O)[C@]12CCCC=C1N(Cc1ccc(Cl)cc1Cl)C(=O)[C@H](CC(=O)NCc1ccccc1)C2
 : i, 1.0
COCCCn1c(SCC(=O)N2CCCC2=O)nc2ccccc2c1=O
 : i, 1.3
CC(=O)Nc1ccc(S(=O)(=O)NCCC(=O)OCC(=O)c2cccc(Br)c2)cc1
 : i, 0.8
O=C(Nc1cc(S(=O)(=O)N2CCOCC2)ccc1OCC(F)(F)F)C1CCCC1
 : i, 1.2
COc1ccccc1N1CCN(C(=O)c2cccc(S(=O)(=O)N3c4ccccc4CC3C)c2)CC1 (centres undefined)
 : i, 1.0
CC1=C(C(=O)N(C(C)C)C(C)C)CC(CC(=O)NC2CCCCC2)C(=O)N1CCCN1CCCC1=O (centres undefined)
 : i, 0.6
Nc1sc(-c2ccccc2)cc1C(=O)NCCc1c[nH]c2ccccc12
 : i, 0.9
COc1ccc(CN2C(=O)C(CC(=O)NC(c3ccccc3)c3ccccc3)CC(C(=O)N(C)C)=C2C)cc1 (centres undefined)
 : i, 2.7
Cc1nn(C2CC(O)C(O)C(CO)O2)c(=O)[nH]c1=O (centres undefined)
 : i, 1.2
CCNC(=O)C1(C)CCCN(C(=O)/C=C/c2ccccc2)C1 (centres undefined)
 : i, 0.9
CCOC(=O)[C@]12CCCC=C1N(Cc1ccc3c(c1)OCO3)C(=O)[C@H](CC(=O)NCCc1ccccc1OC)C2
 : i, 1.7
C[C@@H]1CN([C@H](C)CO)S(=O)(=O)c2ccc(Br)cc2O[C@H]1CN(C)S(C)(=O)=O
 : i, 1.1
CCOC(=O)Cc1c(-c2cccc(Br)c2)nc2c3ccccc3ccn12
 : i, 0.5
O=C(NCCc1ccccc1)c1cccc(NC(=O)C2CCC2)c1
 : i, 0.4
O=C(OC(c1ccccc1)c1nccc2ccccc12)c1ccccc1 (centres undefined)
 : i, 1.1
CN(C)C(=O)CNc1ccn2nc(-c3cccc(Cl)c3)cc2n1
 : i, 1.2
O=C1NCN(C2CCCCC2)CN1
 : i, 1.7

New compounds follow.
Below each SMILES – Myeloid diff 2, Myeloid diff 2 GFP+ MAC1+ %
COc1ccc(N2CC(C)(C)[C@H](CC(=O)Nc3ccc(Br)cc3)C2=O)cc1
 : i, 0.7
COc1ccc(CN2C(=O)C(CC(=O)NCc3cccs3)CC(C(=O)N(C)C)=C2C)cc1 (centres undefined)
 : i, 1.2
O=C(Nc1ccc2c(c1)Cc1cc([N+](=O)[O-])ccc1-2)C(F)(F)F
 : i, 2.5
Cc1cccc(C)c1NC(=O)C(C1CC1)n1c(-c2ccc(=O)[nH]c2)nc2ccccc21 (centres undefined)
 : i, 2.1
O=c1[nH]c(=S)[nH]cc1Oc1ccccc1
 : i, 1.5
CC(C)c1ccc(S(=O)(=O)NCCCN2CCOCC2)cc1
 : i, 0.1
Cc1ccccc1-c1cc2nc(NCc3ccccc3F)n(C)c(=O)c2s1
 : i, 0.3
CCOC(=O)c1c(NC(=S)SC)sc(C(=O)N2CCc3ccccc3C2)c1C
 : i, 2.0
Cc1ccccc1S(=O)(=O)N1C[C@H]2CON(C)[C@H]2C[C@H]1c1cccc(-c2ccccc2)c1
 : i, 1.6
O=C(N/C(=C/c1cccc(Br)c1)C(=O)N1CCOCC1)c1ccco1
 : i, 1.7
O=c1[nH]cc(Cc2ccccc2)c(=O)[nH]1
 : i, 0.6
CCc1nc2ccc(C(=O)Nc3cccc(OCC(=O)N(C)C)c3)cn2c1N(C=O)Cc1ccc(OC)cc1
 : i, 0.4
CSCc1cc(C(=O)NC2CC2)c(N)s1
 : i, 2.1
COc1ccc(CNC(=O)C2(C)Cc3c(-c4ccc(C(N)=O)cc4)ccnc3O2)cc1OC (centres undefined)
 : i, 0.6
CCOc1ccc(C(=O)NCC(=O)Nc2ccc3c(c2)OCO3)cc1OCC
 : i, 0.7
COc1cc(OC)c2c(-c3cccc(-c4ccc(C(C)=O)cc4)c3)cc(=O)oc2c1
 : ?, nt
Cc1nc(SCC(=O)c2cc(C)n(C3CC3)c2C)c2ccccc2n1
 : i, 2.9
CCc1nc2c(OCc3c(C)noc3C)cccn2c1N(C=O)Cc1ccccc1
 : i, 1.1
Cc1cc(Cl)ccc1C(O)c1ncc(-c2ccc(F)cc2)[nH]1 (centres undefined)
 : i, 0.5
CCN1C(=O)[C@@H]2[C@@H](c3ccc(-c4cc(C(C)=O)cs4)cc3)N3CCC[C@@]3(C(=O)OC)[C@@H]2C1=O
 : i, 0.3
Cc1ccc(Cc2c(-c3cccc(Br)c3)nc3ccc(Cl)cn23)cc1
 : i, 0.5
Cc1ccc(C(=O)OCC(=O)NCc2ccccc2)s1
 : i, 1.9
CCC(=O)N[C@@H]1C=C[C@@H](CC(=O)NCc2ccccc2F)O[C@@H]1CO
 : i, 1.6
Cc1ccc(OCC(=O)Nc2ccc3c(c2)ncn3C)cc1
 : i, 0.3
CCN(CC(=O)Nc1c(F)cccc1F)C(=O)CCCN1C(=O)c2ccccc2C1=O
 : i, 0.4
CC1(C(=O)NS(=O)(=O)c2ccc(Cl)cc2)CCN1C(=O)CCc1ccccc1 (centres undefined)
 : i, 0.6
O=C(Nc1cccc(OC(F)(F)F)c1)C1Cc2c(-c3ccccc3Oc3ccccc3)ccnc2O1 (centres undefined)
 : i, 0.8
COC(=O)C1=CN(c2ccc(C(C)(C)C)cc2)C(N)=C(C#N)C1c1ccc(OC)cc1 (centres undefined)
 : i, 1.5
CC(C)Oc1ccccc1OC1(C)CCN(Cc2ccc(OC(F)(F)F)cc2)C1 (centres undefined)
 : i, 1.7
O=C(CCN1CCN(Cc2ccccc2)CC1)NNC(=O)c1ccc(Cl)c(Cl)c1
 : i, 0.5

Continued.
Below each SMILES – Myeloid diff 2, Myeloid diff 2 GFP+ MAC1+ %
CCc1noc(C)c1C(=O)NCCN1C(=O)S/C(=C\c2ccccc2F)C1=O
 : i, 2.9
CC(C)C1C(=O)N(Cc2cn(CC3CCCCC3)nn2)CCS(=O)(=O)N1Cc1ccc(-c2ccc(Cl)nc2)cc1 (centres undefined)
 : i, 0.7
CC(C)(C)c1ccc(CC(=O)N2CCC2(C)C(=O)NS(=O)(=O)c2ccc(Cl)s2)cc1 (centres undefined)
 : i, 0.6
Cc1ccc(C)c(NC(=O)C2(C)CCN2C(C)C)c1 (centres undefined)
 : i, 1.9
O=C(NCCc1ccc2c(c1)OCO2)Oc1ccccc1
 : i, 1.4
CCN1C(=O)[C@@H]2[C@@H]3CN(S(=O)(=O)c4ccc(C)cc4)[C@@H](c4ccccc4)[C@@H]3C(=O)C[C@@H]2C1=O
 : i, 0.9
COc1ccncc1-c1ccc(C2=CC(=O)CC(C)(C)C2=O)cc1
 : i, 0.3
CCc1nc2ccc(C(=O)Nc3cccc(NS(C)(=O)=O)c3)cn2c1N(C)CCN1CCOCC1
 : i, 1.0
Cn1c(CCN2CCCC2)nc2cc(NC(=O)COc3ccc(Cl)cc3)ccc21
 : i, 2.7
Cc1cc(Cn2nc(C(=O)NCc3cccc(Br)c3)cc2-c2ccccc2)on1
 : i, 0.6
COc1ccc(OC)c(CN2CCN(C(=O)c3cccc(S(=O)(=O)N(C)c4ccccc4)c3)CC2)c1
 : i, 0.6
COCCNC(=O)C1(C)CCCN(Cc2ccc(C)c3ccccc23)C1 (centres undefined)
 : i, 0.8
O=C(CC(=O)c1cccnc1)c1ccccc1
 : i, 0.8
CCOC(=O)c1c(-c2cc(OC)c(OC)c(OC)c2)csc1N
 : i, 0.5
CCc1nc2ccc(C(=O)NCCc3ccccn3)cn2c1N(C)Cc1ccc(N(C)C)cc1
 : i, 0.8
CC(O)(c1ccccc1)c1nc(-c2ccc(S(C)(=O)=O)cc2)cs1 (centres undefined)
 : i, 1.3
CCCc1c(C(=O)N/N=C/C2CC=CCC2)nnn1-c1nonc1N (centres undefined)
 : i, 1.3
CCS(=O)(=O)N1Cc2cc(C(=O)N(C)C)nc(-c3cccc(-c4ccc(F)cc4)c3)c2[C@H]1CCO
 : i, 0.8
O=C(COC(=O)c1cc(=O)c2ccccc2o1)Nc1c(F)c(F)c(F)c(F)c1F
 : i, 0.5
Cc1ccc(NC(=O)COC(=O)c2ccc3ncsc3c2)c(C)c1
 : i, 0.5

A draw from above in order of count of non-hydrogen atoms, ascending:
Below each SMILES – Myeloid diff 2, Myeloid diff 2 GFP+ MAC1+ %
CCOC(=O)c1c(-c2cc(OC)c(OC)c(OC)c2)csc1N
 : i, 0.5
Cc1ccc(NC(=O)COC(=O)c2ccc3ncsc3c2)c(C)c1
 : i, 0.5
CCc1noc(C)c1C(=O)NCCN1C(=O)S/C(=C\c2ccccc2F)C1=O
 : i, 2.9
Cc1cc(Cn2nc(C(=O)NCc3cccc(Br)c3)cc2-c2ccccc2)on1
 : i, 0.6
CC(C)(C)c1ccc(CC(=O)N2CCC2(C)C(=O)NS(=O)(=O)c2ccc(Cl)s2)cc1 (centres undefined)
 : i, 0.6
CCN1C(=O)[C@@H]2[C@@H]3CN(S(=O)(=O)c4ccc(C)cc4)[C@@H](c4ccccc4)[C@@H]3C(=O)C[C@@H]2C1=O
 : i, 0.9

Source: PubChem (NMMLSC)
